# ERK EGF inh: qHTS Assay for Inhibitors of the ERK Signaling Pathway using a Homogeneous Screening Assay; Stimulation with EGF. HEK293-V1b, EGF-stimulated phospho-ERK AlphaScreen. Potency, µM (highest dose often 11.5 µM), without a hit: at the top dose activity change, negative = inhibition, hits mostly inhibitors. 130,000 compounds, 0.41% hits. AID 1454, 2008; active = well fitted inhibition curve with a large enough effect; inconclusive = small, poorly fitted or top-dose-only effect, or effect the other way;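 note: plate controls were stimulated vehicle wells for no effect and unstimulated vehicle basal for full effect; nearly all actives have a fitted effect of over 55% in size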
#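 Homogeneous cell-based phospho-ERK assay: HEK293/V1b cells in 1% FBS, compound 30 min then EGF 5 min, AlphaScreen luminescence. Activity normalized between DMSO and 25 nM EGF controls; AC50 from Hill modelling.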
# Active calls of the source: *; ? = inconclusive; & = joins results of further samples; [ ] = dose if it differs, or a comment. Potency is the fitted concentration of half-maximal effect. A portion of the library; rates above refer to the full screens.
SMILES,ERK EGF inh
CC(=O)N1c2ccc(Cl)cc2C2C=CCC2C1c1cccc2ccccc12 (stereo not given),-0.4%
CCC1(c2ccc(Cl)cc2)NC(=S)N(c2ccc(C)c(C)c2)N1 (stereo not given),-3.8%[57.5 µM]
O=C(Cc1nnc(NC(=O)c2ccccc2)s1)N/N=C/c1ccco1,-3.2%
O=C(NCCCN1CCCC1)c1cccc(N2CCCC2=O)c1,5.3%
CCN(C(=O)c1cnc(NC(C)C)cc1C(F)(F)F)c1ccc(Cl)cc1Cl,-5.8%[57.5 µM]
Cc1ccc(OCC(=O)NNC(=O)CSc2ncc(C#N)c(N)n2)cc1,-6.9%
CSc1nc(N)c2ncn([C@H]3O[C@H](COP(=O)(O)OP(=O)(O)OP(=O)(O)O)[C@@H](O)[C@@H]3O)c2n1,2.5%
O=C(NC(=S)Nc1ccccc1[N+](=O)[O-])c1ccco1,-2.3%
COc1ccc(OC)c(NC(=S)N(CCc2c(C)[nH]c3ccc(C)cc23)Cc2cccs2)c1,-2.1%
O=C(N/C(=C/C=C/c1ccccc1)C(=O)N1CCCCC1)c1ccc([N+](=O)[O-])cc1,-35.0%
COc1ccc(-n2c(=O)c3c4c(sc3n(CC(=O)NC3CCCC3)c2=O)CCCC4)c(OC)c1,-5.3%
CCCCNCCOCCOc1ccccc1-c1ccccc1,1.7%
C=CCNC(=S)NNC(=O)c1ccc(=O)n(Cc2ccc(Cl)cc2Cl)c1,-6.4%
O=C(Nc1ccccc1)Nc1nc(-c2ccc(Cl)cc2)cs1,5.0%
CC(NC(=O)c1ccccc1F)c1nnc(SCC(=O)N2CCN(c3ccccc3)CC2)n1C (stereo not given),-1.5%
CC1CCCCC1NC(=O)COC(=O)c1ccc2c(c1Cl)C(=O)c1ccccc1C2=O (stereo not given),5.1%
COc1ccccc1-n1c(CNC(=O)c2cccs2)n[nH]c1=S,0.6%
CCc1ccc(OCC(=O)NC(NC(=S)Nc2ccccc2C)C(Cl)(Cl)Cl)cc1 (stereo not given),2.6%
CS(=O)(=O)N(CC(=O)NCCSC1CCCCC1)c1cccc(F)c1,-1.9%
CC1=CC=CN2C1=NC(=O)CC2(C)C(=O)N(CC(=O)NC1CCCC1)c1cc(C)cc(C)c1 (stereo not given),-0.4%
Cc1cccc(N=Cc2[nH]c3ccc(Br)c(Cl)c3c2O)c1,7.4%
COc1ccc(-c2cc(C(=O)NNC3=NCCC3)c3c(C)nn(-c4ccccc4)c3n2)cc1,-0.6%
CCN(CC)S(=O)(=O)c1ccc(N2CCOCC2)c(NS(=O)(=O)c2ccc(C)cc2)c1,3.5%
Cc1c2cnn(CC(=O)Nc3cccc(C(F)(F)F)c3)c(=O)c2c(C)n1Cc1ccccc1F,-2.9%
O=C(O)/C=C\C(=O)NCc1cccnc1,-4.9%
CC(NC(=O)CN1CCN(Cc2ccc(Cl)cc2)C1=O)c1ccc2c(c1)OCCO2 (stereo not given),-14.6%
C/C(=N\Nc1nc(N2CCCCCC2)nc(N2CCCCCC2)n1)c1ccccc1,-12.3%
COc1ccc(OCC(=O)Nc2cc(-c3nn(C)c(=O)c4ccccc34)ccc2N2CCOCC2)cc1,-6.7%[57.5 µM]
CC(Cc1ccccc1)C(=O)NCc1ccncc1 (stereo not given),-0.8%&3.1%
CC1(C)SCC(C(=O)O)NC1=O (stereo not given),-8.7%
CC(=O)Nc1ccc(NC(=O)/C=C/c2ccc(Cl)cc2)cc1,-23.3%[57.5 µM]
Cc1c2oc3c(C)ccc(C(=O)N[C@@H]4C(=O)N[C@@H](C(C)C)C(=O)N5CCC[C@@H]5C(=O)N(C)CC(=O)N(C)[C@@H](C(C)C)C(=O)O[C@H]4C)c3nc-2c(C(=O)N[C@@H]2C(=O)N[C@@H](C(C)C)C(=O)N3CCC[C@@H]3C(=O)N(C)CC(=O)N(C)[C@@H](C(C)C)C(=O)O[C@H]2C)c(N)c1=O,-4.2%
CCOC(=O)c1c(C)nc2c(c1-c1cc(OC)ccc1OC)C(=O)CC(C)(C)C2,9.4%[57.5 µM]
Cc1ccc(C(=O)NNC(=O)c2cccnc2SCc2cccc([N+](=O)[O-])c2)cc1,4.5%
CN(C)c1cccc(NC(=O)C2(C)CC2(Cl)Cl)c1 (stereo not given),1.5%
Clc1c(-c2ccccc2)nnn1-c1ccccc1,0.2%
COC(=O)CSc1nc(C)cc(C)c1C#N,2.0%
O=C(/C=N/O)Nc1cccnc1,1.3%
O=C(NN1C(=O)CSC1=S)c1cccnc1,-12.4%[57.5 µM]
CN1C(=O)c2ccccc2OC1(C)Cc1ccccc1 (stereo not given),-2.6%
O=C(NN1CCN(Cc2ccccc2Cl)CC1)c1ccc(Cl)cc1,7.5%
CCc1ccc(NS(=O)(=O)c2cccc3nonc23)cc1,-6.1%
O=C(N/N=C\c1ccc(F)cc1)c1ccc(F)cc1,-8.2%
CCOC(=O)CC1C(=O)NCCN1S(=O)(=O)c1ccccc1 (stereo not given),-10.5%
Cc1ccc(N2C(=O)c3ccccc3C2C(=O)c2ccc(O)cc2O)cc1 (stereo not given),-5.8%
Cc1ccc(C)c(S(=O)(=O)N2CCCOC2CNC(=O)C(=O)NCc2ccncc2)c1 (stereo not given),10.4%
CCOc1ccc(C(=O)n2cnnc2N)cc1,-5.9%[57.5 µM]
Cc1cc(C(F)(F)F)nn1Cc1n[nH]c(=S)n1Cc1ccccc1,-5.4%
Cc1ccc(NC(=O)c2cccnc2)cc1S(=O)(=O)N(C)C,1.6%
Cc1ccc(-n2c(SCC(=O)N/N=C/c3ccccc3OCC(=O)O)nc3ccccc3c2=O)cc1,-9.4%[57.5 µM]

# The list continues:
SMILES,ERK EGF inh
COc1cc(/C=N/NC(=O)C2CCN(CC(O)COCc3ccccc3)CC2)cc(OC)c1OC (stereo not given),-0.5%
CCOc1cc(CNCC(C)C)c(Cl)cc1OCC(=O)Nc1ccccc1,-1.6%
NS(=O)(=O)c1ccc(CCNCc2cc(Br)ccc2OCc2ccccc2)cc1,2.4%
CCOc1cc(C(=O)Nc2ccc([N+](=O)[O-])cn2)cc(OCC)c1OCC,-4.8%
Cc1c(Cl)cnc(NC(=O)COC(=O)CCc2nc3ccccc3s2)c1Cl,13.9%
Cc1ccc(OCC(=O)N2CCN(C(=O)c3cccnc3)CC2)cc1,5.5%
CN1CCC(N(C)C(=S)NC(=O)c2cc(-c3cccc(Br)c3)nc3ccccc23)CC1,3.8%
COc1ccc(OCC(=O)N/N=C(\C)CC(=O)Nc2ccc(OC)cc2[N+](=O)[O-])cc1,3.8%
CCCCCC(=O)Nc1ncc2c(n1)CC(c1cccs1)CC2=O (stereo not given),-5.7%[57.5 µM]
COc1ccc(NC(=O)c2ccc(C#N)cc2)cc1NS(=O)(=O)c1ccc(F)cc1,10.5%
O=C(NC(=S)N1CCN(C/C=C/c2ccccc2)CC1)c1c(F)cccc1F,-1.1%
Cn1c(=O)c2c(ncn2CC(=O)N2CCN(C(=O)c3ccco3)CC2)n(C)c1=O,-7.4%
COc1ccc(-n2c(=O)cnc3cnc(N4CCNCC4)nc32)cc1,2.4%
O=C(Nc1cc(Cl)cc(Cl)c1)N1CCCN(Cc2ccccc2)CC1,-0.6%[57.5 µM]
CCOC(=O)c1cccc2c(=O)c(C(=O)c3ccc(Cl)cc3)c(C(=O)OC)[nH]c12,1.5%
COc1ccc(OCCC(=O)OCC(=O)NCCC2=CCCCC2)cc1,-3.5%
CCC(/C=C1\Sc2ccc(OC)cc2N1CC)=C\c1sc2ccc(OC)cc2[n+]1CCCS(=O)(=O)[O-],?
Cc1ccc(CC(=O)NCC(c2ccco2)N(C)C)cc1C (stereo not given),-7.1%
O=C(c1cccc([N+](=O)[O-])c1)N1CCOCC1,4.8%
O=Cc1ccc(OCc2nnsc2Cl)cc1,-4.7%
COc1ccc(OC)c2c1sc(=NC(=O)C1CC1)n2C,-4.4%[57.5 µM]
O=C(/C=C/c1ccccc1Cl)Nc1ccc2c(c1)C(=O)NC2=O,-10.4%
O=C(O)c1c(Sc2ccccc2)c2cc(Cl)ccc2n1Cc1ccc(Cl)cc1,4.1%
O=c1ccn(Cc2ccc(F)cc2)c2ccnc(C(F)(F)F)c12,7.2%
Cc1ccc(-n2nnc(-c3ccnc4ccccc34)n2)cc1,2.3%[57.5 µM]
O=C1C2CC=C(Cl)CC2C(=O)N1c1ncn[nH]1 (stereo not given),6.7%
O=C(CCCN1C(=O)/C(=C/c2cccs2)SC1=S)Nc1cccc(C(=O)O)c1,-5.6%
C=CCNC(=O)c1cccc(NS(=O)(=O)c2ccc(Cl)cc2)c1,-4.4%[57.5 µM]
CC(=O)c1sc(NC(=O)C2COc3ccccc3O2)nc1C (stereo not given),6.8%
CC(C)(C)C(=O)OC/C(N)=N/OC(=O)c1ccccc1,8.1%[57.5 µM]
CCCCN(C(=O)CSc1nnc2ccccn12)c1c(N)n(Cc2ccccc2)c(=O)[nH]c1=O,6.1%
O=C(CSCc1cnn(-c2ccccc2)c1-n1cccc1)NCc1ccc2c(c1)OCO2,0.7%
COc1ccc(C(=O)N/N=C/c2sc(=O)n(Cc3cccc(C(=O)O)c3)c2Cl)cc1,-9.8%[57.5 µM]
Cc1cc(NC(=O)Nc2ccc(F)cc2F)n(C)n1,-5.3%
CC(C)CNC(=O)CSc1nc(-c2cccs2)cc(C(F)(F)F)n1,2.8%
CN(C)/C=C/C(=O)/C=C/c1ccc(Cl)cc1Cl,-1.1%
COc1cccc(NC(=O)CNC(=O)c2ccc([N+](=O)[O-])cc2)c1,-8.4%[57.5 µM]
CN(Cc1ccco1)C(=O)Cn1nc(-c2ccc(Cl)cc2)ccc1=O,-5.8%
CN1CCN(C2=NC(=O)/C(=C/c3cn[nH]c3-c3ccccc3)S2)CC1,-1.7%[57.5 µM]
CCN(CC)CCNCc1cc(Cl)c(OCC(=O)Nc2ccccc2)c(OC)c1,-0.4%

# Reformatted bar-delimited: entries from further up.
molecule | ERK EGF inh
O=C(/C=C/c1ccccc1Cl)Nc1ccc2c(c1)C(=O)NC2=O | -10.4%
O=C(O)c1c(Sc2ccccc2)c2cc(Cl)ccc2n1Cc1ccc(Cl)cc1 | 4.1%
O=c1ccn(Cc2ccc(F)cc2)c2ccnc(C(F)(F)F)c12 | 7.2%
Cc1ccc(-n2nnc(-c3ccnc4ccccc34)n2)cc1 | 2.3%[57.5 µM]
O=C1C2CC=C(Cl)CC2C(=O)N1c1ncn[nH]1 (stereo not given) | 6.7%
O=C(CCCN1C(=O)/C(=C/c2cccs2)SC1=S)Nc1cccc(C(=O)O)c1 | -5.6%
C=CCNC(=O)c1cccc(NS(=O)(=O)c2ccc(Cl)cc2)c1 | -4.4%[57.5 µM]
CC(=O)c1sc(NC(=O)C2COc3ccccc3O2)nc1C (stereo not given) | 6.8%
CC(C)(C)C(=O)OC/C(N)=N/OC(=O)c1ccccc1 | 8.1%[57.5 µM]
CCCCN(C(=O)CSc1nnc2ccccn12)c1c(N)n(Cc2ccccc2)c(=O)[nH]c1=O | 6.1%
O=C(CSCc1cnn(-c2ccccc2)c1-n1cccc1)NCc1ccc2c(c1)OCO2 | 0.7%
COc1ccc(C(=O)N/N=C/c2sc(=O)n(Cc3cccc(C(=O)O)c3)c2Cl)cc1 | -9.8%[57.5 µM]
Cc1cc(NC(=O)Nc2ccc(F)cc2F)n(C)n1 | -5.3%
CC(C)CNC(=O)CSc1nc(-c2cccs2)cc(C(F)(F)F)n1 | 2.8%

# Remaining list, next part
SMILES,ERK EGF inh
COCCCNc1nc2c([nH]1)c(=O)[nH]c(=O)n2C,-17.1%[57.5 µM]
CCCN1C(=O)/C(=C\c2ccncc2)SC1=Nc1ccccc1,-0.6%
CCCNC(=O)CNC(=S)N(Cc1ccccc1F)C1CCCCC1,-2.1%
CCN(CC)C1CCN(c2nc3nonc3nc2NCCOC)C1 (stereo not given),0.9%
[Li+],10.8%
CC(C)CCN(N=O)[C@@H](Cc1ccccc1)CN(N=O)[C@@H](Cc1ccccc1)CN(C)N=O,-8.2%[57.5 µM]
CC(=O)C1=C(O)C(=O)N(c2ccc(Br)cn2)C1c1ccc(F)cc1 (stereo not given),-10.0%
COc1cc(C)c(Cl)c(C)c1S(=O)(=O)NC1CC(C)(C)NC(C)(C)C1,-5.3%[57.5 µM]
CC(C)NC(=O)N1CC2(CCN(C(=O)c3cc(C(F)(F)F)cc(C(F)(F)F)c3)CC2)C1,12.2%
COc1cccc(/C=N/NC(=O)c2cc3cc([N+](=O)[O-])ccc3s2)c1O,8.0%
CCNC(=S)N1CCc2cc(OC)c(OC)cc2C1COc1ccc(F)cc1 (stereo not given),-7.7%
O=C(CN1CCN(Cc2ccccc2)CC1)Nc1ccccc1-c1ccccc1,-0.6%
COc1cc(S(=O)(=O)NCCOC23CC4CC(CC(C4)C2)C3)c(OC)cc1Cl,9.8%
COc1ccc(C(=O)NCC(=O)OCC(=O)N2CCN(S(=O)(=O)c3ccccc3)CC2)cc1,8.4%
O=C(N=c1ccn(-c2nc3ccccc3nc2NS(=O)(=O)c2ccc(Cl)cc2)cc1)c1ccccc1Cl,6.5%[57.5 µM]
Cc1cccc(NC(=S)NCc2ccco2)c1C,-2.5%
O=[N+]([O-])c1cc(S(=O)(=O)Nc2cccc(Cl)c2)ccc1N=Nc1c(O)[nH]c2ccccc12,-5.8%
O=C(/C=N/O)Nc1ccc2sc3ccccc3c2c1,8.6%[57.5 µM]
CC1CC(C)(C)NC(=S)N1CCCC(=O)Nc1ccc(Br)cc1 (stereo not given),0.3%
CCOc1ccc(/C=N/NC(=O)Nc2ccccc2)cc1,-11.0%
O=C(CSc1nc2[nH]ncc2c(=O)[nH]1)Nc1nccs1,-4.2%
Cn1c(N2CCOCC2)c(/C=N/O)c2ccccc21,-15.5%
COCC(=O)N1CCC2(CCCN(C(c3ccccc3)c3ccccc3)C2)CC1,-3.3%
O=C(Nc1nnc(-c2ccc(Cl)cc2)o1)c1ccc(N2C(=O)CCC2=O)cc1,2.0%

# Source: PubChem BioAssay
